Compound activity deposited in PubChem BioAssay by Icahn School of Medicine at Mount Sinai.
ROC1-CUL1 inh = blocks human RBX1-Cullin-1 di-ubiquitin formation; 0.6% of 140,000 active; inhibition, % at 10 µM; P62877+Q13616; in vitro K48 di-Ub FRET, acceptor:donor ratio, 45 min; AID 1347404; in the data active means inhibition above about 25%
Target sequence (P62877 whole entry, looked up): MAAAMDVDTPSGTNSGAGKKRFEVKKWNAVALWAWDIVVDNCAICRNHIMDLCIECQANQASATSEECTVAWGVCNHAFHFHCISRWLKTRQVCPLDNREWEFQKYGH
Target sequence (Q13616 whole entry, looked up): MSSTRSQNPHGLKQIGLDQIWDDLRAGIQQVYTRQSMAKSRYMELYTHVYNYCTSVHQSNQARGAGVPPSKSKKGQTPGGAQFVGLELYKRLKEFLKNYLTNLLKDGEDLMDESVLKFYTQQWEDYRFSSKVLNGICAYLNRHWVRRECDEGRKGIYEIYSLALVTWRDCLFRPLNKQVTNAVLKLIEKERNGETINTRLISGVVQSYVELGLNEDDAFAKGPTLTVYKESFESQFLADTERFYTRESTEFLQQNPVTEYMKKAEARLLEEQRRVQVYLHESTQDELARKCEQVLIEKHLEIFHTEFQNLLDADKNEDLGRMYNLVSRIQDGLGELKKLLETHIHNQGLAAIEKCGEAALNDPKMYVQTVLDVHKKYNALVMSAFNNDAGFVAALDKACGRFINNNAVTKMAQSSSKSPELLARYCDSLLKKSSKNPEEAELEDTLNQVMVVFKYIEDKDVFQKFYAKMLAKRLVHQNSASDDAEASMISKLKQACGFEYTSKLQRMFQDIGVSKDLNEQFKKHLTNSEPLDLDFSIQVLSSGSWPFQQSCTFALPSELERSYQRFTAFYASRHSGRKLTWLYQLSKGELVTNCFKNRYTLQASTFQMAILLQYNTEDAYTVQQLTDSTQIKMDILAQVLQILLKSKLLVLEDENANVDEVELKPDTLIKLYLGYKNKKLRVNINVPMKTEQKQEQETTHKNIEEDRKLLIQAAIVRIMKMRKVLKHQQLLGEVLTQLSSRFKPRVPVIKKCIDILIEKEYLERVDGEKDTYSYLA
* hit, by the source's call. Not all compounds are listed; count on the stated rates, not on these rows.

Start of the data: the first 15 entries, ahead of the listing:
SMILES	ROC1-CUL1 inh
Cn1c(=O)[nH]c(=O)c2nc(-c3ccccc3)c(-c3ccccc3)nc21	4
CCOc1ccccc1CNC1CCCCCC1	5
CN(Cc1ccc(F)cc1)c1ccc(OCC(=O)NCC2(N3CCOCC3)CCCCC2)nn1	-5
CCOC(=O)c1c(NC(=O)c2ccc(OC)c(OC)c2)sc2c1CCCCC2	3
CC1=NN(C(=O)c2ccc(Cn3nc(C)c([N+](=O)[O-])c3C)cc2)C(O)(C(F)(F)F)C1 (stereo not given)	12
Cc1ccccc1/C=C1/SC(=Nc2ccccc2)NC1=O	4
COc1ccc(S(=O)(=O)N2CCN(c3ccccc3OC)CC2)cc1C	0
Cc1c(C(=O)OC2CCCCC2)[nH]c2c1C(=O)CC(c1ccccc1)C2 (stereo not given)	-9
CC(=O)N=c1n(C)c2ccccc2n1CC(=O)c1cccs1	-1
CC(c1ccon1)N(C)C(=O)CC1(c2ccc(-c3ccccc3)cc2)CC(=O)N(C)C1=O (stereo not given)	-3
CSc1ncc(Cl)c(C(=O)N(Cc2ccc(C)cc2)C2CCS(=O)(=O)C2)n1 (stereo not given)	-6
Cn1c(SCc2nc(-c3ccc(Br)cc3)no2)nnc1-c1ccco1	12
CCOc1cc(/C=N\NC(=O)c2ccc(NC(=O)C(C)(C)C)cc2)ccc1OC(=O)c1cccc(C)c1	3
O=C(CCc1ccccc1)Nc1ccc2c(c1)OCO2	0
CC(=O)c1sc2ccccc2c1OC(=O)c1ccccc1[N+](=O)[O-]	2

Results, repeating the preview:
SMILES	ROC1-CUL1 inh
Cn1c(=O)[nH]c(=O)c2nc(-c3ccccc3)c(-c3ccccc3)nc21	4
CCOc1ccccc1CNC1CCCCCC1	5
CN(Cc1ccc(F)cc1)c1ccc(OCC(=O)NCC2(N3CCOCC3)CCCCC2)nn1	-5
CCOC(=O)c1c(NC(=O)c2ccc(OC)c(OC)c2)sc2c1CCCCC2	3
CC1=NN(C(=O)c2ccc(Cn3nc(C)c([N+](=O)[O-])c3C)cc2)C(O)(C(F)(F)F)C1 (stereo not given)	12
Cc1ccccc1/C=C1/SC(=Nc2ccccc2)NC1=O	4
COc1ccc(S(=O)(=O)N2CCN(c3ccccc3OC)CC2)cc1C	0
Cc1c(C(=O)OC2CCCCC2)[nH]c2c1C(=O)CC(c1ccccc1)C2 (stereo not given)	-9
CC(=O)N=c1n(C)c2ccccc2n1CC(=O)c1cccs1	-1
CC(c1ccon1)N(C)C(=O)CC1(c2ccc(-c3ccccc3)cc2)CC(=O)N(C)C1=O (stereo not given)	-3
CSc1ncc(Cl)c(C(=O)N(Cc2ccc(C)cc2)C2CCS(=O)(=O)C2)n1 (stereo not given)	-6
Cn1c(SCc2nc(-c3ccc(Br)cc3)no2)nnc1-c1ccco1	12
CCOc1cc(/C=N\NC(=O)c2ccc(NC(=O)C(C)(C)C)cc2)ccc1OC(=O)c1cccc(C)c1	3
O=C(CCc1ccccc1)Nc1ccc2c(c1)OCO2	0
CC(=O)c1sc2ccccc2c1OC(=O)c1ccccc1[N+](=O)[O-]	2
COc1ccc(C2=NN(C(=O)CCC(=O)O)C(c3ccc(C)cc3)C2)cc1 (stereo not given)	-4
CSc1cccc(NS(C)(=O)=O)c1	-9
CN1CCN(NC(=S)Nc2ccc(S(N)(=O)=O)cc2)CC1	17
O=C(CSc1nnc(CNc2cccc3ccccc23)n1-c1ccccc1)N/N=C/c1ccc(Cl)cc1	13
CC(C)(C)OCC(O)CN1CCN(Cc2ccccc2)CC1 (stereo not given)	13
COc1ccc(C2CC(c3cccs3)=NN2C(=O)CCC(=O)O)cc1 (stereo not given)	7
Cc1cccc(-c2cc(C(=O)Nc3nc4ccccc4[nH]3)c3ccccc3n2)c1	0
COc1ccc(-n2c(SCC(=O)N3CCCCC3)nnc2-c2ccccc2)cc1	-1
Cc1ccc(NC(=O)Cn2c(=O)c3cc(Cl)ccc3n3nncc23)cc1	-3
O=C(CCN1C(=O)CSC1=O)Nc1ccc(Br)cc1	9
Additional results:
SMILES	ROC1-CUL1 inh
Cc1ccc(-c2cnnc(N(C)CCN3CCOCC3)n2)o1	12
CC(=O)Nc1ccc(-c2ccc(N3C(=O)C4C5c6ccccc6C(c6ccccc65)C4C3=O)cc2)cc1 (stereo not given)	14
O=C(Cn1cc(C(=O)C(F)(F)F)c2cc(Br)ccc21)NC1CCCCC1	2
CCc1cc(C)cc(OCC(=O)NC(c2ccccc2)c2ccccc2)c1	5
CC(C)(C)NC(=O)N1CCC(C(=O)O)CC1	7
COC(=O)CN1C(=O)C2(c3ccccc31)c1c(n[nH]c1-c1ccc(OC)cc1)OC(=N)C2C#N (stereo not given)	-3
Cc1sc2ncn(-n3cccc3)c(=O)c2c1C	3
COc1ccc(NC(=S)N2CCC(C(O)(c3ccccc3)c3ccccc3)CC2)c(OC)c1	0
CCN1C(=O)N=C(Cc2cc(C)n(-c3ccc(N(C)C)cc3)c2C)C1=O	4
Cc1ccc(NC(=O)c2cnc(SCC(=O)N3CCCc4ccccc43)n(C)c2=O)cc1	-5
Cc1ccccc1Cn1c2ccccc2c2cnn(CC(=O)NCCc3ccccc3)c(=O)c21	-5
Cc1ccc(-n2ncc(C(=O)Nc3ccc4c(c3)OCO4)c2C2CCN(C(=O)OC(C)(C)C)CC2)c(C)c1	-8
C#CCOc1ccc(/C=C2\C(=O)N(c3cccc(F)c3)N=C2C)cc1OC	31*
COc1cccc(-c2nnc(NC(=O)/C=C/c3ccccc3)s2)c1	4
Cc1ccc2c(c1)c1c(c(=O)n(-c3cccc(Cl)c3)c(=O)n1C)n2C	-8
CC(=O)c1ccc(NC(=O)c2cc(S(=O)(=O)N3CCCCCC3)cn2C)cc1	1
COc1cccc(CNC(=O)C2CCC(CNS(=O)(=O)c3ccc4c(c3)CCCC(=O)N4)CC2)c1 (stereo not given)	-5
O=C(CCCc1ccccc1)Nc1ccccc1F	2
COc1ccc(CCCc2nnc(SCC(=O)Nc3ccc(C)cc3)o2)cc1	1
CC1=NC(SCc2ccc(F)cc2)=C(C#N)C(c2cccs2)C1C(=O)Nc1ccccc1 (stereo not given)	1
Nc1c(C(=O)c2ccc(F)cc2)sc(Nc2ccccc2F)c1S(=O)(=O)c1ccc(Br)cc1	0
CSc1cnc2c(=O)[nH]c(=O)n(C)c2n1	0
COc1ccc(N2CCN(c3oc(-c4ccc(COc5cccc(C)c5)o4)nc3C#N)CC2)cc1	0
Cc1ccc(-n2nnnc2-c2c[nH]c3c(C)c(C)ccc23)cc1	3
CCc1noc(C)c1C(=O)Nc1ccccc1I	-6
Continued:
SMILES	ROC1-CUL1 inh
COCC(=O)N1CCC(Oc2ccc(C(=O)NCCOc3cccnc3)cc2)CC1	4
Cc1ccccc1C1(CC(=O)N2CCN(C(C)C)CC2)CC(=O)N(Cc2cccnc2)C1=O (stereo not given)	0
O=C1c2ccccc2C(=O)c2c1ccc([N+](=O)[O-])c2Nc1ccccc1	-2
Cc1ccc(C(=O)C2C(=O)C(=O)N(c3ccc(O)cc3)C2c2ccc(Cl)cc2)cc1 (stereo not given)	-1
COC(=O)c1nnn(CC(=O)NC(=O)Nc2c(C)cccc2C)c1C(=O)OC	-2
N#Cc1c(NC(=O)COC(=O)c2ccco2)sc2c1CCCC2	2
COc1cc(N2CCCC2)c(OC)cc1CC1=NC(=O)N(CC(=O)Nc2ccc(C)cc2)C1=O	-6
CCOC(=O)N1C=Cc2c[nH]cc2C(C)=N1	-6
O=C1CC(c2ccccc2)CN1C(=O)c1cncc(Br)c1 (stereo not given)	-3
CCS(=O)(=O)N1CCC(CCC(=O)NCCOC)CC1	7
CC(C)(C)c1ccc(COC(=O)Nc2ccc(-c3nc4ccccc4[nH]3)cc2)cc1	2
Cc1ccc(-c2csc(/C(C#N)=C/c3ccccc3Cl)n2)cc1	5
COC(=O)CN1C(=O)S/C(=C/c2cc(C)n(-c3ccc(Br)c(Cl)c3)c2C)C1=O	4
COc1ccccc1N1CCN(CC(O)COC2CCCC2C)CC1 (stereo not given)	-8
Cc1ccc(SCCC(=O)Nc2ccccc2Br)cc1	-15
Cc1oc(-c2cc3c(cc2Cl)OCO3)nc1CN1CCCCC1c1cccnc1 (stereo not given)	3
CCOc1ccccc1NC(=O)c1cnn(CC)c1	-4
COc1ccc(Cl)cc1C(=O)Nc1ccc(Cl)cc1C(=O)O	3
CC(=O)Nc1ccc(C#N)c(C(C)(C)C)c1	-4
CCOCCn1c(=NC(=O)c2ccc3c(c2)OCCO3)sc2cc(OCC)ccc21	-1
CC(=O)Nc1ccccc1C(=O)C(=O)N1CCn2c3c(c4cc(C5CCCCC5)ccc42)CCCC31 (stereo not given)	4
C=Cc1ccc(Cn2c(C)c(CNCc3ccc(SC)cc3)c(C(=O)O)c2C)cc1	5
CCc1ccc(NC(=O)Cn2c(=O)n(CC3CCCO3)c(=O)c3cc(OC)c(OC)cc32)cc1 (stereo not given)	-3
COc1ccc(Br)cc1CNC(=O)Cn1nc(C)n2c(cc3cc(F)ccc32)c1=O	-1
Cc1nnc(SCc2ccc(F)cc2)n1NCc1cc(Br)ccc1OCc1ccc(Cl)cc1	1

Some values from the results shown:
In ROC1-CUL1 inh, O=C1CC(c2ccccc2)CN1C(=O)c1cncc(Br)c1 (stereo not given) shows -3
In ROC1-CUL1 inh, CCS(=O)(=O)N1CCC(CCC(=O)NCCOC)CC1 shows 7

Going on with the list:
SMILES	ROC1-CUL1 inh
O=C1CCCN1CC1CCCN(c2nc3nonc3nc2N2CCSCC2)C1 (stereo not given)	16
Cc1ccc(Oc2ccc(OCC(=O)NC3CCS(=O)(=O)C3)cc2)cc1 (stereo not given)	4
Cn1c(=O)c(=O)n(C)c2cc(N3CCOCC3)c(NS(=O)(=O)c3ccc(F)c(Cl)c3)cc21	6
CSCC(=O)NC1CCCc2nc(N(C)C)ncc21 (stereo not given)	-3
CC(C)(C)N1CSC(=S)N(c2ccc(Br)cc2)C1	-11
CCC(Oc1ccc(Cl)c(C)c1)C(=O)N1CCOCC1 (stereo not given)	8
CCOc1ccc(C(=O)OCc2cc(=O)n3nc(C4CC4)sc3n2)cc1	8
Cc1cccc(-n2c(C)nc3ccsc3c2=O)c1	-1
CN(c1ccccc1C(=O)N1CCCCCC1)S(C)(=O)=O	6
Cc1ccc(C)c(CSc2nc3ccncc3n2CC(=O)Nc2ccc(N(C)C)cc2)c1	3
O=C(c1cccc(F)c1)N1CCN(c2cc(N3CCCC3)c(F)cc2[N+](=O)[O-])CC1	0
CCN(CC)c1ccc(C(=O)N2CCC(c3c[nH]c4ccccc34)(c3c[nH]c4ccccc34)CC2)cc1	-1
CCCCS(C)=NS(=O)(=O)c1ccc(C)cc1 (stereo not given)	2
CCc1n[nH]c(=S)n1/N=C/c1ccc(OC)cc1	1
N#Cc1ccccc1CN1C(=O)S/C(=C/c2ccc(-c3ccc(Cl)c(C(=O)O)c3)o2)C1=O	42*
CCOC(=O)C1=C(c2ccccc2)S/C(=C2/C(=S)C(C)(C)N(C(C)=O)c3ccc(C)cc32)S1	-2
Nc1nc(COc2ccccc2Cl)nc(N2CCCCC2)n1	-10
CCc1ccc2oc(-c3cc(NC(=O)c4cc([N+](=O)[O-])ccc4N4CCOCC4)ccc3Cl)nc2c1	5
COc1ccc(C(=O)Nc2ccc(F)cc2C)cc1COc1ccccc1Br	-2
NC(=O)c1sc2nc(-c3ccc(F)cc3F)ccc2c1N	10
O=C1C(=O)N(CCOCCO)C(c2ccc(Cl)cc2Cl)C1C(=O)c1ccccc1 (stereo not given)	4
CCOC(=O)N1CCC(NC(=O)c2ccc(OC3CCN(C)CC3)c(OC)c2)CC1	-2
Cc1ccc(CNC(=O)c2cc(Cn3cnc4ccccc43)on2)s1	-4
COc1ccc(NC(=O)c2ccc3oc(=O)c(S(=O)(=O)c4ccc(F)cc4)cc3c2)c(OC)c1	-5
Cc1oc2c(cc(NS(=O)(=O)c3ccc(C(C)C)cc3)c3ccccc32)c1C(=O)OCc1ccccc1	0
(next part)
SMILES	ROC1-CUL1 inh
O=C(CCc1ccco1)N1CCC(C2CCN(c3ncccn3)CC2)C1 (stereo not given)	4
O=C(Oc1cccc2c1Oc1nc3ccccc3nc1O2)c1ccccc1[N+](=O)[O-]	-5
COCCNC(=O)c1cnn(-c2cccc(C)c2)c1-n1cccc1	5
C=CCc1ccc(Oc2ccnc3cc(C(F)(F)F)ccc23)c(OC)c1	13
Cc1ccc(S(=O)(=O)c2cnc(SCC(=O)Nc3ccc4c(c3)OCCO4)[nH]c2=O)cc1	-4
Cc1c(C(=O)NCc2ccc3c(c2)OCO3)cnn1-c1ncc2c(n1)-c1ccccc1CCC2	-4
CC(C)(C)NC(=O)CSc1nnnn1-c1ccc(F)c(Cl)c1	4
CCOC(=O)C1(Cc2ccc(OC)cc2)CCN(C(=O)COc2ccccc2OC)CC1	-10
Cc1ccc(CNS(=O)(=O)c2ccc(F)cc2)cc1	-1
Cc1cc(-c2ccccc2)nc(OCC(=O)c2ccc(Cl)cc2)c1C#N	-1
CCOC(=O)c1c(-c2ccc([N+](=O)[O-])cc2)csc1NC(=O)c1ccccc1	-5
CCc1ccc(OCC(=O)Nc2ccc(Cl)c(-c3nc4cc(C)cc(C)c4o3)c2)cc1	-1
COCc1nnc(NS(=O)(=O)c2ccccc2)s1	-4
CN(C)CC(=O)Nc1c2c(nc3c1CCC3)CCCC2	7
CC(=O)O[C@H]1Cc2ccccc2C[C@H]1OC(C)=O	-1
Cc1cc(Br)cc2c(N=Nc3ccccn3)c(O)n(C)c12	-9
Cc1ccc(S(=O)(=O)c2cn(Cc3ccc(F)cc3)c3cc(N4CCCC4)c(F)cc3c2=O)cc1	-6
Cc1ccc(C(=O)COC(=O)c2ccc3nc(-c4ccccc4)c(-c4ccccc4)nc3c2)cc1	-12
COc1cc(=O)n2c(c1C(=O)NCc1ccc3c(c1)OCO3)CCN(C(=O)CCC1CCCC1)CC2	-7
Cc1ccc(N2C(=O)CCSC23C(=O)N(Cc2ccccc2)c2ccccc23)cc1 (stereo not given)	-2
COc1cc(OC)c(NC(=O)c2cccc(C)c2)cc1Cl	2
OCC1(CCOc2ccccc2)CCN(Cc2ccc3nsnc3c2)CC1	1
O=S(=O)(c1ccccc1)c1nc(-c2cccc(Cl)c2)oc1N1CCOCC1	-3
Cc1ccccc1Cn1c(=O)n(Cc2ccc(Cl)cc2)c(=O)c2cccnc21	-2
